KCNH2 3.1 inh = KCNH2 3.1 (human) potassium channel inhibition; U2OS KCNH2 3.1, thallium flux FluxOr; stronger effect = lower value; activity change, % (tested at about 1.8 µM); 340,000 compounds, 0.95% hits;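 active = maximum activity change below -70%; inconclusive = maximum activity change from -70% to -50%; inactive = maximum activity change above -50%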;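 note: thallium influx rate constant from kinetic fluorescence after stimulation buffer; % is set by controls: 0 for no effect and ±100 for the full control effect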
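Kinetic fluorescence (2 min after stimulation buffer) measures Tl+ influx through KCNH2 3.1 expressed by viral transduction in U2OS cells; the rate constant is normalized against DMSO controls serving as positive and negative references.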
ELG1 DNA repair = blocks ELG1-dependent DNA repair in HEK293T cells; Potency, µM (doses to about 46.1 µM), for the others: top-dose activity change, negative = inhibition, usual class: inhibitors; 330,000 compounds, 2.3% hits; AID 504467; HEK293T ELG1-luciferase reporter, luminescence, 16 h; DNA damage induced by 5-fluorouridine; note: potency is the fitted concentration of half-maximal effect; % is set by controls: 0 for no effect and ±100 for the full control effect; nearly all actives have a fitted effect of over 55% in size
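Reporter activity after DNA damage by 5-fluorouridine is monitored. Compound-treated cells incubate 16 hr at 37 °C, then ONE-Glo is added for 30 min before luminescence reading.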
Mito fusion yeast = blocks mitochondrial division or promotes mitochondrial fusion; S. cerevisiae fusion-defective mutant growth rescue, CellTiterGlo 48 h; Potency, µM (titrated, usually from 46.1 µM), without a hit: top-dose growth rescue (activation), most hits filed as activators; 320,000 compounds, 0.23% hits; AID 485298;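 note: potency is the fitted concentration of half-maximal effect; % of control where 0% means no effect; nearly all actives have a fitted effect of over 45% in size; temperature-sensitive fusion mutants such as fzo1-1 at 37 °C on non-fermentable ethanol glycerol medium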
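S. cerevisiae fusion-defective temperature-sensitive mutants (e.g. fzo1-1, mgm1-5) grown 48 h at 37C in YPEG (ethanol/glycerol non-fermentable) medium with 23 nl compound per well; growth rescue read as CellTiterGlo luminescence.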
MBNL1 CUG block = blocks human MBNL1 binding to CUG repeat RNA | Q9NR56 | TR-FRET MBNL1-His/biotin-(CUG)12 binding, 665/545 ratio | Potency, µM (series often up to 57.5 µM), for inactives: at the highest dose activity change, negative = inhibition, actives largely listed as inhibitors | 280,000 compounds, 0.036% hits | AID 2675; active = well fitted inhibition curve with a large enough effect in the signal ratio, with a control signal flat, not every such curve was filed as active; inconclusive = small, poorly fitted or top-dose-only effect, or effect the other way, or a change in a side signal; inactive = no such curve, though single readings can be large or run the other way; the % refers to the signal ratio; note: potency is the fitted concentration of half-maximal effect; % is set by controls: 0 for no effect and ±100 for the full control effect
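Inhibition of protein-RNA binding appears as loss of TR-FRET between terbium anti-His antibody on MBNL1-His and streptavidin-XL665 on biotin-(CUG)12. Activity is normalized to buffer-only and uninhibited-complex controls.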
Gal4-VP16 FLuc = inhibits Gal4-VP16 luciferase reporter, ROR gamma counter-screen | Potency, µM (titrated, usually from 53.6 µM), without a hit: top-dose activity, negative = inhibition, actives largely listed as inhibitors | AID 2546 | 310,000 compounds, 3.5% hits | Drosophila S2 Gal4-VP16 UAS-luciferase, luminescence, 20 h;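 note: Gal4-VP16 expression switched on by copper sulfate through the metallothionein promoter; potency is the fitted concentration of half-maximal effect; % is set by controls: 0 for no effect and ±100 for the full control effect; nearly all actives have a fitted effect of over 50% in size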
Rab9 promoter act = activators of Rab9 promoter; Potency, µM (series often up to 9.22 µM), for the others: at the top dose activation, negative = inhibition, most hits filed as activators; Huh7 Rab9 promoter-luciferase reporter, luminescence, 24 h; 320,000 compounds, 2.8% hits; note: potency is the fitted concentration of half-maximal effect; % of control where 0% means no effect; nearly all actives have a fitted effect of over 60% in size
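Using Huh7 cells stably transfected with Rab9 promoter–luciferase, compounds were incubated 24 h at 37 °C, 5% CO2; luciferase luminescence was read 10 min after reagent addition.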
PKM2 activator = activators of human pyruvate kinase M2; purified PKM2, Kinase-Glo ATP luminescence, activation; response scale: 0% is enzyme alone, no compound; 260,000 compounds, 0.34% hits; Potency, µM (series often up to 57.5 µM), inactives show at the highest dose activation, hits mostly activators; AID 1631; P14618; note: potency is the fitted concentration of half-maximal effect; % is set by controls: 0 for no effect and ±100 for the full control effect; nearly all actives have a fitted effect of over 55% in size
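hPK-M2, >95% pure; 0.1 mM ADP / 0.5 mM PEP final; imidazole pH7.2 buffer w/ 7 mM MgCl2, 50 mM KCl; 1 h RT; Kinase-Glo lum. Intermediate enzyme activity for dual inhibitor/activator qHTS.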
NPC1 prom act = NPC1 promoter activation. Huh7 NPC1 promoter luciferase reporter, 24 h. AID 485313. Potency, µM (titrated, usually from 9.22 µM), inactives show top-dose activation, actives largely listed as activators. 320,000 compounds, 2.4% hits;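 note: potency is the fitted concentration of half-maximal effect; % of control where 0% means no effect; nearly all actives have a fitted effect of over 60% in size; reporter is driven by a mutant NPC1 promoter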
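Quantitative HTS used a cell-based reporter: Huh7 cells stably bearing the NPC1 promoter upstream of luciferase were treated with compounds for 24 h, and promoter activation was read as luminescence.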
RORgamma inh = ROR gamma (mouse) transcription inhibition. 310,000 compounds, 5.4% hits. AID 2551. P51450. Potency, µM (series often up to 53.6 µM), for the others: top-dose activity change, negative = inhibition, usual class: inhibitors. Drosophila S2 Gal4-RORgamma UAS-luciferase reporter, 20 h; note: potency is the fitted concentration of half-maximal effect; % is set by controls: 0 for no effect and ±100 for the full control effect; nearly all actives have a fitted effect of over 60% in size
Target sequence (P51450 whole entry, looked up, the tested form may be a part): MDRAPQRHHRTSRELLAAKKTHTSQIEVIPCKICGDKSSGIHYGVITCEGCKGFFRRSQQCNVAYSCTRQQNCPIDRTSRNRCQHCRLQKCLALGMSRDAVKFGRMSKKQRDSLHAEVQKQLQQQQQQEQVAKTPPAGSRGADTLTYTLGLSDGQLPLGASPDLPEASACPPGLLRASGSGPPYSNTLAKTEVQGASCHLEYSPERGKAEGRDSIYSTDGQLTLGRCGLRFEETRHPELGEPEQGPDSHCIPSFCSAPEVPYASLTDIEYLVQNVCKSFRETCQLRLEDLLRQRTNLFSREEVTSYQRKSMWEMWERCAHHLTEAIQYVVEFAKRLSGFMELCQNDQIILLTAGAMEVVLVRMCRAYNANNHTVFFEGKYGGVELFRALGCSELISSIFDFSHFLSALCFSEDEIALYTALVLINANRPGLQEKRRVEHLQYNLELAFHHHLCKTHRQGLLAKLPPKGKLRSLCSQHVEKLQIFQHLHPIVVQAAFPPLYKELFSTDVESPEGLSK
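Schneider cells (Drosophila), stable Gal4 DBD–ROR gamma + UAS-luc; 1 hr cmpd preincubation; Cu2+ induction 700 uM final; 20 hr ambient; luminescence.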
FLuc modulator = firefly luciferase modulation, counter-screen for miR-21 project; P08659; purified FLuc, Km substrates, luminescence inhibition; Potency, µM (top dose mostly 57.5 µM), without a hit: top-dose activity change, negative = inhibition, most hits filed as inhibitors; 360,000 compounds, 6.9% hits; AID 588342;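 note: potency is the fitted concentration of half-maximal effect; plate controls were vehicle for no effect and reference inhibitor for full effect; nearly all actives have a fitted effect of over 55% in size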
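Purified P. pyralis luciferase, 10 nM final, with Km-level 10 uM D-luciferin and 10 uM ATP in 50 mM Tris acetate pH 7.5, 10 mM Mg acetate, 0.01% Tween-20, 0.05% BSA; 6-point qHTS titration about 60 µM downward; luminescence read.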
Menin-MLL TR inh = menin-MLL binding inhibition, Texas Red mutant peptide | Potency, µM (doses to about 61.6 µM), without a hit: at the top dose FP activity change, negative = inhibition, hits mostly inhibitors | 270,000 compounds, 0.23% hits | O00255 | Menin + Texas Red MLL mutant peptide, fluorescence polarization | AID 1768; active = well fitted inhibition curve with a large enough effect in the polarisation, with a control signal flat, not every such curve was filed as active; inconclusive = small, poorly fitted or top-dose-only effect, or effect the other way, or a change in a side signal; inactive = no such curve, though single readings can be large or run the other way; the % refers to the polarisation; note: potency is the fitted concentration of half-maximal effect; % of control where 0% means no effect; many of its hits are not listed in these tables
Target sequence (O00255 whole entry, looked up): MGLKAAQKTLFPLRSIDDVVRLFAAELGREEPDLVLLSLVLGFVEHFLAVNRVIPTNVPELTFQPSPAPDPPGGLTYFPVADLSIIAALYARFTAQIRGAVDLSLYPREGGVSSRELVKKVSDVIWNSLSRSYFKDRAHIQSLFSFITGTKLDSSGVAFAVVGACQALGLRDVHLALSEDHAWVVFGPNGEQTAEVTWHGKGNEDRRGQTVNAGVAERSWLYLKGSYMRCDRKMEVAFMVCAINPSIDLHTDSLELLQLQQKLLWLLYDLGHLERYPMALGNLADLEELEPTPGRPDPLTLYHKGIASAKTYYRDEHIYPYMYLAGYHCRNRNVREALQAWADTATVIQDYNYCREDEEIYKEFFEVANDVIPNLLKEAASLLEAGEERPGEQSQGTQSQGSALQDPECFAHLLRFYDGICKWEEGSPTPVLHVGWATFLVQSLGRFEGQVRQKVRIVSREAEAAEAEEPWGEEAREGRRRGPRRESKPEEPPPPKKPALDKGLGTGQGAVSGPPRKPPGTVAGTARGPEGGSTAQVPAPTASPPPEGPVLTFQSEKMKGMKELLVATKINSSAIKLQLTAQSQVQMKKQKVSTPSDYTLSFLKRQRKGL
* = called active by the depositor; ? = inconclusive; . = no result given; & = joins results of further samples; [ ] = remark or other dose. Unless noted, calls come from the whole dose curve; as a rule, active = well fitted curve in the direction sought with a large enough effect; inconclusive = small, poorly fitted or top-dose-only effect, or another doubt; inactive = no such curve, though single readings can be large; an effect the other way counts as inactive or inconclusive. This is a subset; the hit share may differ from the screen's.

SMILES | KCNH2 3.1 inh | ELG1 DNA repair | Mito fusion yeast | MBNL1 CUG block | Gal4-VP16 FLuc | Rab9 promoter act | PKM2 activator | NPC1 prom act | RORgamma inh | FLuc modulator | Menin-MLL TR inh
Cn1c(=O)c2[nH]c(SCC(=O)c3ccc(F)cc3)nc2n(C)c1=O | -9 | -12% | 2% | -3% | 24% | 2% | 6% | -8% | 5% | -2% | .
Cc1ccccc1C(=O)O/N=C1\CCS(=O)(=O)c2sccc21 | 37 | ? | -2% | ? | ? | ? | 5% | ? | -1% | 0.6µM* | ?
COc1ccc(Nc2nc(N)nc(CN3CCc4ccccc4C3)n2)cc1 | -19 | 0% | 3% | 14% | 2% | -1% | 1% | 1% | -2% | 4% | -1%[11.7 µM]
CCCC(=O)N(CCN1CCOCC1)c1nc2c(OCC)cccc2s1 | -2 | -20% | 10% | 1% | 5% | 3% | . | -2% | -2% | 2% | -11%
COc1ccc(/C=N/NC(=O)CSCc2ccc([N+](=O)[O-])cc2)cc1OC | -17 | ? | -4% | ? | -2% | 1% | -1% | 0% | 13% | 0% | 13%
CSc1ccccc1NC(=O)CN(C)CC(=O)c1c(C)[nH]c2ccccc12 | -14 | -24% | 0% | . | . | -4% | . | -2% | . | -4% | .
COc1cccc(Cn2c(=O)c3[nH]cnc3n(-c3ccccc3C)c2=O)c1 | -2 | 15% | 0% | -3% | 19% | -1% | 8% | -1% | 26% | -22% | .
C=CCN1C(=O)/C(=C\c2cc(Br)c(OCc3ccccn3)c(OC)c2)SC1=S | 2 | 2% | 1% | 5% | 3% | -5% | 3% | -1% | 18% | -2% | -1%
CCOC(=O)c1c(C)oc2cc(Br)c(OC)cc12 | 13 | ? | 2% | -18% | -9% | -5% | -2% | 2% | -2% | -20% | 5%
Cc1ccc(/C=C2/SC(=O)NC2=S)o1 | 12 | 0% | -4% | ? | 8% | -1% | -1% | -2% | -2% | 27µM* | ?
CN(C)S(=O)(=O)c1ccc2nnn(OCC(=O)NC34CC5CC(CC(C5)C3)C4)c2c1 | -4 | -2% | 5% | . | -7% | ? | 7% | -2% | 13% | 2% | -1%
Cc1nnc(SCC(=O)Nc2ncc(Cc3ccc(F)cc3)s2)n1N | -9 | 29% | 1% | -4% | 17% | 2% | 4% | -3% | 4% | -16% | 8%
CC(=O)N1CCc2cc(S(=O)(=O)CCC(=O)N(C)c3cc(C)ccc3C)ccc21 | -4 | -3% | 13% | -7% | -1% | -9% | 0%[0.46 µM] | 0% | -19% | 6% | -5%
C=CCN(CC=C)S(=O)(=O)c1ccc(NC(=S)NC(=O)Cc2ccc(OC)cc2)cc1 | -1 | ? | -8% | -7% | ? | -1% | 4% | -3% | 7.1µM* | 1% | 36%[activator]
Oc1ccc2c(c1)c1c3n2CCNC3CCC1 (centres undefined) | 10 | 6% | -1% | 0% | -12% | -5% | . | 0% | -4% | 2% | 15%
Cc1ccc(N2C(=O)CS(=O)C(c3ccccc3)C2=O)cc1C (centres undefined) | 3 | 13% | -2% | -2% | 7% | 11% | ? | 4% | -2% | 12µM* | 17%
Clc1ccc(Sc2ccccn2)cc1 | 0 | 5% | 2% | -10% | 4% | 1% | 6% | 1% | ? | -12% | -12%
Cn1c(N)c(C(C[N+](=O)[O-])c2c(F)cccc2Cl)c(=O)n(C)c1=O (centres undefined) | 1 | ? | -12% | -4% | ? | 1% | . | -6% | ? | 0% | 2%
O=C(O)C1CC1C(=O)Nc1cc(F)ccc1F (centres undefined) | 2 | 14% | -4% | -8% | -9% | -4% | -7% | -3% | 8% | -2% | 19%
Cc1cccc(C(=O)NCC(=O)NCC(c2cccs2)N2CCOCC2)c1 (centres undefined) | -6 | 1% | 2% | . | . | -1% | . | 7% | . | 0% | .
CC1CCN(C(=O)C2CCC(=O)N(Cc3ccc(Cl)cc3)C2)CC1 (centres undefined) | -3 | 3% | -1% | -2% | -6% | -1% | . | 1% | -4% | -1% | .
CCCCCN(C(=O)CCC(=O)OCc1ccccc1F)c1c(N)n(CCCC)c(=O)[nH]c1=O | -2 | 1% | -6% | . | . | 0% | . | -2% | . | 2% | .
COc1cc(S(=O)(=O)N(C)Cc2ccc3c(c2)OCCO3)ccc1NC(C)=O | 3 | ? | -1% | . | . | 1% | . | 0% | . | -6% | .
CN(c1ccccc1)S(=O)(=O)c1cc(C(=O)OCC(=O)N2CCN(C(=O)c3ccco3)CC2)ccc1Cl | -25 | -10% | 6% | -2% | 7% | -25% | 1% | -2% | 11% | -2% | -11%
CCCCN(C)CCNC(=O)CN1C(=O)CSc2ccc(S(=O)(=O)N3CCOCC3)cc21 | -6 | 1% | -8%&-5% | -4% | -1% | -12% | . | 0% | -15% | -1%&5% | .
(list continues)
SMILES | KCNH2 3.1 inh | ELG1 DNA repair | Mito fusion yeast | MBNL1 CUG block | Gal4-VP16 FLuc | Rab9 promoter act | PKM2 activator | NPC1 prom act | RORgamma inh | FLuc modulator | Menin-MLL TR inh
COc1cc(CC(=O)O)ccc1O | -18 | 5% | 7%&9% | -1% | -3% | 4%[46.1 µM] | -6% | -3%[46.1 µM] | 0% | 1% | 1%
CCOC(=O)N1CCC(NC(=O)C2CCCN(c3nc4ccccc4o3)C2)CC1 (centres undefined) | 0 | -20% | 1% | 2% | -10% | -7% | 0% | -2% | ? | 0% | -13%
Cc1ccc(CCNS(=O)(=O)c2cc3c(cc2Cl)NC(=O)CO3)cc1 | 12 | -17% | -12% | -2% | -3% | 13% | -7% | -4% | 19% | 2% | 14%
CN(C)S(=O)(=O)c1cccc(N2C(=O)CC3(CCCCC3)CC2=O)c1 | 3 | ? | -3% | -1% | 1% | 3% | -2% | -3% | 23% | 3% | 0%
COc1ccc(C(=O)NC(=S)Nc2cccc3nc(C)ccc23)cc1OC | 6 | ? | -4% | 6% | 0% | -13% | 3% | 0% | ? | -10% | .
CN(Cc1c(C(=O)N/N=C/c2c(F)cccc2Cl)nnn1-c1nonc1N)c1ccccc1 | 16 | -3% | -4% | -3% | -9% | 3% | -3%[0.46 µM] | -3% | -30% | 4% | 26%
OCC(Cc1ccccc1)Nc1c2ccccc2nc2ccccc12 (centres undefined) | -7 | 5% | -7% | ? | -9% | -2% | 0% | 5% | 2% | -1% | -6%
C=C(C)CC1N(c2cccc(OC)c2)C(=O)C2C(C(=O)O)C3C=CC21O3 (centres undefined) | -4 | -4% | 0% | 7% | -3% | 0% | 0% | 1% | -10% | 1% | 1%
COc1ccc(C(=O)Nc2ccnn2C2CCN(Cc3cn(C)nc3C)CC2)cc1 | -8 | 16% | 0% | 4% | 2% | -3% | 0% | 2% | -3% | 6% | .
COc1ccccc1C(=O)NNC(=O)c1nn(Cc2ccccc2)c(=O)c2ccccc12 | 22 | ? | 10% | 0% | ? | -5% | . | 0% | 6.3µM* | ? | 8%
COc1ccccc1NC(=O)c1ccccc1NC(=O)c1ccccc1C(=O)O | 14 | 8% | 2% | -1% | 14% | -5% | 5% | -2% | -5%[1.91 µM] | 2% | ?
CCCCN1CC(O)=C(c2nc(-c3ccc(Cl)cc3)cs2)C1=N | -6 | 17% | -4% | 12% | 4% | 0% | 4% | 3% | 23% | 1% | 11%
COc1ccc(NC(=O)CN(C)C(=O)CN2C(=O)C3CCCCC3C2=O)cc1 (centres undefined) | 5 | 3% | 1% | . | . | -4% | . | -2% | . | -1% | .
CCOc1ccccc1NC(=O)COc1ccc(S(=O)(=O)N2CCCC2)cc1 | 13 | -4% | 1% | 8% | -9% | 1% | . | -12% | -17% | -10% | -2%
O=C(COC(=O)CCSc1ccc(Cl)cc1)NCc1ccc(Cl)cc1 | -12 | 0% | 5% | . | -51% | -2% | 1% | -5% | -1%[10 µM] | -3% | -16%
CS(=O)(=O)N(CC(=O)Nc1ccc(C(N)=O)cc1)C1CCCCC1 | -7 | 1% | -2% | -3% | -9% | -1% | -3% | -2% | -6% | 1% | -1%
CC(=O)c1sc(NC(=O)CCCc2nc3ccccc3c(=O)[nH]2)nc1-c1ccccc1 | 5 | ? | -2% | . | . | -1% | . | 0% | . | -11% | .
Nc1[nH]c(N=NC(=O)c2ccccc2O)c2ccccc12 | -3 | ? | 4% | 14% | ? | 2µM* | -11% | 2.8µM* | ? | 8.5µM* | -2%
Cc1ccccc1NC(=O)Cc1nc(CN(C)CC(=O)Nc2cccc(F)c2)cs1 | -14 | ? | -2% | . | . | -1% | . | -3% | . | -2% | .
CCN(CC)C(=O)C1CCCc2c1[nH]c1ccc(Cl)cc21 (centres undefined) | -11 | ? | 15% | 1% | 0% | 16% | -1% | -5% | 7% | 1% | -13%
O=C(CCc1nc2sc3c(c2c(=O)[nH]1)CCCC3)NCC(=O)Nc1ccccc1Br | 13 | 1% | -1% | . | . | 0% | . | 1% | . | -2% | .
CCOC(=O)C1CN(S(=O)(=O)c2ccc(OC)cc2)c2cc(S(=O)(=O)CC)ccc2O1 (centres undefined) | 3 | 5% | 3% | -5% | 4% | -5% | 0% | 0% | -30% | 1% | -3%
